WT yeast gro inh = growth inhibition of WT strain, primary screen, mitochondrial fusion inhibitor project, WT and mutant strains, chemical genetic; mitochondrial fusion phenotypic screen; inhibition, % at 10 µM; actives 2.1% (n = 190,000); AID 1362, 2008; in the data active = inhibition above about 58%; tested in S. cerevisiae
human PMI inhibitors = human PMI inhibitors, high substrate, primary screen, biochemical, fluorescence intensity, high mannose 6-phosphate (AID 1220); Mannose-6-phosphate isomerase (Homo sapiens); recombinant PMI enzyme, coupled fluorescence intensity; higher % means a stronger effect; one-dose inhibition, % at 20 µM; IC50 in µM for titrated hits; actives 0.66% (n = 190,000)
Siah-1 displacement = Siah-1 peptide-binding antagonists, primary screen, biochemical, fluorescence polarization, rhodamine-plectin, uHTS (AID 1817); Siah-1 / rhodamine-plectin peptide fluorescence polarization; higher % means a stronger effect; actives 0.02% (n = 290,000); displacement, % at 20 µM; hits with a dose series show IC50 in µM;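 active = displacement of at least 50% at 20 µM, with a fluorescence ratio check between 0.3 and a set limit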;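 also: plate controls were Siah plus tracer with DMSO for no effect and tracer alone without Siah for full effect; strong numbers were not always called active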
TNAP activators = human TNAP enzyme activators, primary screen, biochemical, luminescent, no phosphate acceptor, uHTS (AID 1001); Alkaline phosphatase, tissue-nonspecific isozyme (Homo sapiens); purified TNAP, luminescent activation assay, no phosphate acceptor; higher activation fold means a stronger effect; activation fold at 20 µM; hits with a dose series show EC50 in µM; actives 0.03% (n = 200,000); in the data active = activation fold from about 3, or a potency from the dose series; inactive = the rest, 99 in 100 with activation fold below about 1.6; also: many of its hits are not listed in these tables
RSV antiviral HEp-2 = RSV antiviral activity via CPE protection, HEp-2 cells, primary 10 µM value included (AID 2391); HEp-2 cells, RSV-induced CPE inhibition; higher % means a stronger effect; CPE inhibition, % at 10 µM; hits with a dose series show IC50 in µM; actives 0.13% (n = 310,000); in the data active = a potency from the dose series; also: strong numbers were not always called active
Myeloid diff 2 = induction of myeloid progenitor differentiation, primary screen, cell-based, flow cytometry, MLPCN library. actives 1% (n = 360,000). calls only at 10 µM. AID 624256, 2012. ER-HoxA9 myeloid progenitors, lysozyme-GFP differentiation;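 active = normalized GFP-positive differentiation at or above the plate's own cutoff, the solvent-only control mean plus 3 SD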;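 also: cells exposed to compound for four days before flow analysis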
XIAP displacement = XIAP antagonists, biochemical, IAP family, fluorescence polarization (AID 1018) | actives 0.007% (n = 200,000) | XIAP BIR domain, fluorescence polarization peptide displacement; higher % means a stronger effect | E3 ubiquitin-protein ligase XIAP (Homo sapiens) | displacement, % at 20 µM; hits with a dose series show IC50 in µM; in the data active = displacement above about 50%; also: a part of the inactive calls stands beside numbers as strong as those of hits
Salmonella PhoP GFP = inhibitors of PhoP regulon expression, primary screen, Salmonella Typhimurium, GFP reporter (AID 1863). S. Typhimurium PhoP-regulated promoter GFP reporter, 4 h; higher % means a stronger effect. inhibition, % at 50 µM, or IC50 in µM where a hit was titrated. actives 0.16% (n = 300,000);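 active = inhibition over 29.93%, a cutoff 3 SD above the screen mean, later confirmed by dose response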;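 also: 0% = low Mg2+ inducing control and 100% = high Mg2+ repressing control; strong numbers were not always called active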
human PMI inhibition = inhibitors of human PMI, primary screen, biochemical, fluorescence intensity, coupled assay (AID 1209); Mannose-6-phosphate isomerase (Homo sapiens); purified PMI enzyme, coupled fluorescence intensity; higher % means a stronger effect; inhibition, % at 20 µM; hits with a dose series show IC50 in µM; actives 0.42% (n = 190,000);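 also: plate controls were DMSO vehicle for no effect and wells lacking substrate for full effect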
WT yeast gro inh mutant strain = recorded beside WT yeast gro inh, whose call it bears; inhibition, %; mitochondrial fusion phenotypic screen, mutant strain inhibition
Myeloid diff 2 GFP+ MAC1+ % = also measured in Myeloid diff 2; calls as there; GFP+ MAC1+ double positive, %; measured here: differentiation confirmed by MAC1 staining
Starred values were filed as active, the others as inactive. Rule as the data show it, unless noted: active = inhibition above about 50%; inactive = the rest.

Screening CCOc1ccc(N(CC(=O)NCc2ccc(OC)cc2)S(=O)(=O)c2c(C)[nH]c(=O)[nH]c2=O)cc1 returned Siah-1 displacement -2%, RSV antiviral HEp-2 -0.4%, Myeloid diff 2 inactive, Salmonella PhoP GFP -4% and Myeloid diff 2 GFP+ MAC1+ % 1.3.
Screening Cn1cc[n+](C)c1COc1ccc(C=O)cc1 returned Siah-1 displacement 11%, RSV antiviral HEp-2 0.9%, Myeloid diff 2 inactive, Salmonella PhoP GFP 6% and Myeloid diff 2 GFP+ MAC1+ % 0.3.
For CC(=O)c1ccc(NC(=O)CSc2nnc(NC(=O)c3ccco3)s2)cc1 the results were Siah-1 displacement 9%, RSV antiviral HEp-2 0.8%, Myeloid diff 2 inactive, Salmonella PhoP GFP 1% and Myeloid diff 2 GFP+ MAC1+ % 0.8.
For O=C(CNC(=O)c1ccc(-c2ccccc2)cc1)OCc1ccc(Cl)cc1 the results were WT yeast gro inh 10, human PMI inhibitors -20%, Siah-1 displacement 4%, TNAP activators 1.1, RSV antiviral HEp-2 1.8%, Myeloid diff 2 inactive, XIAP displacement -6.2%, Salmonella PhoP GFP 6%, human PMI inhibition -24%, WT yeast gro inh mutant strain -15 and Myeloid diff 2 GFP+ MAC1+ % 1.9.
For COc1cc(C(C)=O)ccc1COc1ccc(C(=O)OCC(N)=O)cc1OC the results were WT yeast gro inh -12, human PMI inhibitors 10%, Siah-1 displacement -3%, TNAP activators 1.1, RSV antiviral HEp-2 1.8%, Myeloid diff 2 inactive, XIAP displacement -7.9%, Salmonella PhoP GFP -7%, human PMI inhibition 16%, WT yeast gro inh mutant strain 0 and Myeloid diff 2 GFP+ MAC1+ % 1.9.
Screening CCOC(=O)c1sc(NC(=O)CSc2nnnn2-c2ccccc2)c(C(=O)OCC)c1C returned WT yeast gro inh 1, human PMI inhibitors 9%, Siah-1 displacement 1%, TNAP activators 1.1, RSV antiviral HEp-2 0.4%, Myeloid diff 2 inactive, XIAP displacement -6.6%, Salmonella PhoP GFP -1%, human PMI inhibition 14%, WT yeast gro inh mutant strain 15 and Myeloid diff 2 GFP+ MAC1+ % 2.7.
For CCN(C(=O)CN1C(=O)/C(=C/c2ccc(F)cc2)SC1=S)C1CCS(=O)(=O)C1 (stereo not given) the results were Siah-1 displacement 0%, RSV antiviral HEp-2 -0.1%, Myeloid diff 2 inactive, Salmonella PhoP GFP -9% and Myeloid diff 2 GFP+ MAC1+ % 5.4.
COc1cc(C2c3c(-c4ccccc4)n[nH]c3C(=O)N2c2ccc(C(=O)O)cc2)ccc1O (stereo not given) was read as WT yeast gro inh -13, human PMI inhibitors -8%, Siah-1 displacement 0%, TNAP activators 1, RSV antiviral HEp-2 1.8%, Myeloid diff 2 inactive, XIAP displacement -1.5%, Salmonella PhoP GFP 9%, human PMI inhibition 2%, WT yeast gro inh mutant strain -11 and Myeloid diff 2 GFP+ MAC1+ % 1.8.
Screening COCCn1c(=NC(=O)c2cc3ccccc3oc2=O)sc2cc(S(N)(=O)=O)ccc21 returned WT yeast gro inh -5, human PMI inhibitors 3%, Siah-1 displacement 3%, TNAP activators 1.1, RSV antiviral HEp-2 1.5%, Myeloid diff 2 inactive, XIAP displacement -3.8%, Salmonella PhoP GFP -2%, human PMI inhibition 24%, WT yeast gro inh mutant strain -10 and Myeloid diff 2 GFP+ MAC1+ % 0.1.
`Cc1ccc(OCC(=O)N2CCN(c3ccc([N+](=O)[O-])c(N4CCOCC4)c3)CC2)cc1` gave WT yeast gro inh 2, human PMI inhibitors 6%, Siah-1 displacement 2%, TNAP activators 1, RSV antiviral HEp-2 0.4%, Myeloid diff 2 inactive, XIAP displacement -4.2%, Salmonella PhoP GFP 17%, human PMI inhibition 6%, WT yeast gro inh mutant strain -5 and Myeloid diff 2 GFP+ MAC1+ % 4.2.
CC1CCN(S(=O)(=O)c2ccc(NC(=O)CN3CCN(C)CC3)cc2)CC1 was read as WT yeast gro inh 8, human PMI inhibitors 5%, Siah-1 displacement 6%, TNAP activators 1.1, RSV antiviral HEp-2 -1.6%, Myeloid diff 2 inactive, XIAP displacement -1.3%, Salmonella PhoP GFP -4%, human PMI inhibition 7%, WT yeast gro inh mutant strain -28 and Myeloid diff 2 GFP+ MAC1+ % 5.9.
Screening Nc1sc2c(c1C(=O)c1ccccc1)CCCC2 returned WT yeast gro inh -6, human PMI inhibitors 31%, Siah-1 displacement -1%, TNAP activators 1.1, RSV antiviral HEp-2 -0.1%, Myeloid diff 2 inactive, XIAP displacement -12%, Salmonella PhoP GFP 16%, human PMI inhibition 11%, WT yeast gro inh mutant strain 3 and Myeloid diff 2 GFP+ MAC1+ % 1.9.

Filtered by structure, the entries above containing an NH in an aromatic ring.
Screening CCOc1ccc(N(CC(=O)NCc2ccc(OC)cc2)S(=O)(=O)c2c(C)[nH]c(=O)[nH]c2=O)cc1 returned Siah-1 displacement -2%, RSV antiviral HEp-2 -0.4%, Myeloid diff 2 inactive, Salmonella PhoP GFP -4% and Myeloid diff 2 GFP+ MAC1+ % 1.3.
COc1cc(C2c3c(-c4ccccc4)n[nH]c3C(=O)N2c2ccc(C(=O)O)cc2)ccc1O (stereo not given) was read as WT yeast gro inh -13, human PMI inhibitors -8%, Siah-1 displacement 0%, TNAP activators 1, RSV antiviral HEp-2 1.8%, Myeloid diff 2 inactive, XIAP displacement -1.5%, Salmonella PhoP GFP 9%, human PMI inhibition 2%, WT yeast gro inh mutant strain -11 and Myeloid diff 2 GFP+ MAC1+ % 1.8.

The list continues.
Screening O=C(NCC(=O)N(c1ccc(F)cc1)C(C(=O)NC1CCCCC1)c1cccnc1)c1ccco1 (stereo not given) returned Siah-1 displacement 0%, RSV antiviral HEp-2 1.4%, Myeloid diff 2 inactive, Salmonella PhoP GFP 9% and Myeloid diff 2 GFP+ MAC1+ % 1.6.
O=c1c2ccccc2[nH]c(=S)n1C1CCCCC1 was read as WT yeast gro inh 2, human PMI inhibitors 10%, Siah-1 displacement -6%, TNAP activators 1, RSV antiviral HEp-2 0.7%, Myeloid diff 2 inactive, XIAP displacement -20%, Salmonella PhoP GFP -3%, human PMI inhibition 8%, WT yeast gro inh mutant strain 19 and Myeloid diff 2 GFP+ MAC1+ % 0.4.
COc1ccc2[nH]c3c(=O)n(CCCCCC(=O)NCCC(C)C)c(=S)[nH]c3c2c1 was read as WT yeast gro inh 5, human PMI inhibitors -9%, Siah-1 displacement 12%, TNAP activators 1.1, RSV antiviral HEp-2 -1.4%, Myeloid diff 2 inactive, XIAP displacement -0.5%, Salmonella PhoP GFP 8%, human PMI inhibition -14%, WT yeast gro inh mutant strain 14 and Myeloid diff 2 GFP+ MAC1+ % 0.3.
COc1cc(OC)c(C(=O)NC2CCCCCC2)cc1OC was read as WT yeast gro inh -4, human PMI inhibitors 9%, Siah-1 displacement -3%, TNAP activators 1.1, RSV antiviral HEp-2 1.4%, XIAP displacement -3.9%, Salmonella PhoP GFP -2%, human PMI inhibition 12% and WT yeast gro inh mutant strain 16.
Screening O=C(CSc1nnc(NC(=O)c2ccccc2)s1)NCc1ccco1 returned Siah-1 displacement 2%, RSV antiviral HEp-2 1.4%, Myeloid diff 2 inactive, Salmonella PhoP GFP 9% and Myeloid diff 2 GFP+ MAC1+ % 1.2.
`COC(C(=O)N1CCC(n2nccc2NC(=O)C2CC2)CC1)c1ccccc1` (stereo not given) gave Siah-1 displacement 1%, RSV antiviral HEp-2 1.4%, Myeloid diff 2 inactive, Salmonella PhoP GFP -3% and Myeloid diff 2 GFP+ MAC1+ % 0.4.
For CNC(=O)NC(=O)COC(=O)CCc1nc(=O)c2ccccc2n1C the results were WT yeast gro inh -14, human PMI inhibitors -8%, Siah-1 displacement 4%, TNAP activators 0.9, RSV antiviral HEp-2 2.1%, Myeloid diff 2 inactive, XIAP displacement -4.3%, Salmonella PhoP GFP -5%, human PMI inhibition -11%, WT yeast gro inh mutant strain 16 and Myeloid diff 2 GFP+ MAC1+ % 0.2.
O=C(Nc1ccccc1)c1cc(Cl)nc2ccccc12 was read as WT yeast gro inh -36, human PMI inhibitors -10%, Siah-1 displacement -5%, TNAP activators 1.1, RSV antiviral HEp-2 1.4%, Myeloid diff 2 inactive, XIAP displacement -6.2%, Salmonella PhoP GFP -13%, human PMI inhibition 4%, WT yeast gro inh mutant strain 10 and Myeloid diff 2 GFP+ MAC1+ % 0.3.
For COCCCNC(=S)N1CCN(C(=O)C(=O)Nc2ccc(C(=O)OC)cc2)CC1 the results were WT yeast gro inh -4, human PMI inhibitors -6%, Siah-1 displacement 8%, TNAP activators 1.1, RSV antiviral HEp-2 1.0%, Myeloid diff 2 inactive, XIAP displacement -2.9%, Salmonella PhoP GFP -11%, human PMI inhibition -4%, WT yeast gro inh mutant strain 1 and Myeloid diff 2 GFP+ MAC1+ % 1.4.
N#C/C(=C\Nc1ccc2cn[nH]c2c1)c1nc(-c2ccccc2)cs1 was read as WT yeast gro inh 0, human PMI inhibitors -16%, Siah-1 displacement -8%, TNAP activators 1.2, Myeloid diff 2 inactive, XIAP displacement -8.3%, Salmonella PhoP GFP -5%, human PMI inhibition -46%, WT yeast gro inh mutant strain -39 and Myeloid diff 2 GFP+ MAC1+ % 0.1.
C=CCSc1ccsc1C(=O)O was read as WT yeast gro inh 6, human PMI inhibitors 1%, Siah-1 displacement -7%, TNAP activators 1, RSV antiviral HEp-2 3.6%, Myeloid diff 2 inactive, XIAP displacement 2.3%, Salmonella PhoP GFP -28%, human PMI inhibition -4%, WT yeast gro inh mutant strain 11 and Myeloid diff 2 GFP+ MAC1+ % 0.4.
COc1ccc(CNC(=O)Nc2ccccc2)cc1 was read as Siah-1 displacement 0%, RSV antiviral HEp-2 2.7%, Myeloid diff 2 inactive, Salmonella PhoP GFP 1% and Myeloid diff 2 GFP+ MAC1+ % 0.4.
For O=C(Cc1ccc(F)cc1)Nc1nc(-c2ccc(F)c(F)c2)cs1 the results were Siah-1 displacement 1%, RSV antiviral HEp-2 17%, Myeloid diff 2 inactive, Salmonella PhoP GFP -6% and Myeloid diff 2 GFP+ MAC1+ % 0.0.
Screening N#Cc1ccc(-c2nc3cc(C#N)c(C#N)cc3nc2-c2ccccc2)cc1C#N returned WT yeast gro inh 0, human PMI inhibitors -58%, Siah-1 displacement 11%, TNAP activators 1.1, XIAP displacement 0.9%, Salmonella PhoP GFP -10%, human PMI inhibition -51% and WT yeast gro inh mutant strain -4.
For Cc1ccc(-c2csc3ncnc(SCc4ccc(C(=O)O)cc4)c23)cc1 the results were WT yeast gro inh 59*, human PMI inhibitors -4%, Siah-1 displacement 10%, TNAP activators 1.1, RSV antiviral HEp-2 15%, Myeloid diff 2 inactive, XIAP displacement -9.9%, Salmonella PhoP GFP -4%, human PMI inhibition -1%, WT yeast gro inh mutant strain 46* and Myeloid diff 2 GFP+ MAC1+ % 0.0.

Bioassay records as filed in PubChem.

Compounds were not picked by outcome; about 3.1% have a hit in one of these screens.
